Bioassay records: PubChem, National Center for Advancing Translational Sciences (NCATS)
TDP1 cell noCPT: qHTS for Inhibitors of human tyrosyl-DNA phosphodiesterase 1 (TDP1): qHTS in cells in absence of CPT. DT40 Tdp1-/- hTDP1 cells, no CPT, ATP luminescence, 48 h. Potency, µM (highest dose often 46.2 µM), without a hit: at the highest dose activity change, negative = growth inhibition, hits mostly inhibitors. actives 15% (n = 420,000). AID 686978, 2013; also: nearly all actives have a fitted effect of over 55% in size
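Luminescent ATP content (CellTiter-Glo) served as the growth readout. Knockout chicken DT40 cells expressing human TDP1 were exposed to compounds without camptothecin for a minimum 48 hr at 37 °C.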
KAT2A inh: qHTS Assay for Inhibitors of GCN5L2; actives 0.21% (n = 390,000); GCN5L2 HAT assay, ThioGlo1 CoA-SH fluorescence; Histone acetyltransferase KAT2A (Homo sapiens), Q92830; AID 504327, 2011; Potency, µM (titrated, usually from 58.9 µM), for the others: at the top dose activity change, negative = inhibition, actives largely listed as inhibitors
Target sequence (Q92830 whole entry, looked up): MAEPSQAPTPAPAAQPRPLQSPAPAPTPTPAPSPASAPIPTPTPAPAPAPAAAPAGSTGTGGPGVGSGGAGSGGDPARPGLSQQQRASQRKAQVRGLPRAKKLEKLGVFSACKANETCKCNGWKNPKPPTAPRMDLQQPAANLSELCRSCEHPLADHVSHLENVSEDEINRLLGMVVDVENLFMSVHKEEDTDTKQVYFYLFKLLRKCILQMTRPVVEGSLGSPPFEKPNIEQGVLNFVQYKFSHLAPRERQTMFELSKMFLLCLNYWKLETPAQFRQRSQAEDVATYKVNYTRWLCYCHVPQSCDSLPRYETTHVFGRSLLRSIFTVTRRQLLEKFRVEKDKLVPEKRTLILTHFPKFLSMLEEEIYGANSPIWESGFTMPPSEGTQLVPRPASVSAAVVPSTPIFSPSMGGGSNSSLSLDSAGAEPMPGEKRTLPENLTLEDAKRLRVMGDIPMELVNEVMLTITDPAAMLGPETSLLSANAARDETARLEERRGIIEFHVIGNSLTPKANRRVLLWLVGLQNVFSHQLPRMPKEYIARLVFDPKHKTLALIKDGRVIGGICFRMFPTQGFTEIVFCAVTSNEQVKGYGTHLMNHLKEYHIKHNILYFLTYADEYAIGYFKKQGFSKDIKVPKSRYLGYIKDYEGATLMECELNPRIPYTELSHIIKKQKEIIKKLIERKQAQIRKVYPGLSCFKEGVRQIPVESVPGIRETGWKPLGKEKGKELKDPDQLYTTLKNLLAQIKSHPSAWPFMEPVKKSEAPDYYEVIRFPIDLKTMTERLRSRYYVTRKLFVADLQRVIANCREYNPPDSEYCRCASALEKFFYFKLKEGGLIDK
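Preincubate 20nM GCN5L2 with compound 15 min, RT → add 50uM ThioGlo1 + 75uM H3(1-25) + 70uM acetyl-CoA → read fluorescence 0 and 20 min. Primary qHTS; fluorescent artifacts likely.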
DT40 TDP1 CPT: qHTS for Inhibitors of human tyrosyl-DNA phosphodiesterase 1 (TDP1): qHTS in cells in presence of CPT; actives 12% (n = 420,000); Potency, µM (titrated, usually from 46.2 µM), without a hit: at the top dose activity change, negative = growth inhibition, most hits filed as inhibitors; AID 686979, 2013; chicken DT40 Tdp1-/-;hTDP1 cells + 20 nM CPT, ATP luminescence, 48 h; also: nearly all actives have a fitted effect of over 55% in size
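Chicken DT40 Tdp1-/- cells stably complemented with human TDP1 were seeded at 400 cells/well in medium containing 20 nM camptothecin, exposed to pin-transferred compounds, and grown at 37 °C for at least 48 hr. Viability was read as ATP luminescence.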
* hit, by the source's call; ? = inconclusive; nt = not tested or not shown; [ ] = another dose, or the depositor's remark. Calls follow the shape of the dose curve; as a rule, active = well fitted curve in the direction sought with a large enough effect; inconclusive = small, poorly fitted or top-dose-only effect, or another doubt; inactive = no such curve, though single readings can be large; an effect the other way counts as inactive or inconclusive. % is scaled to controls: 0 for no effect and ±100 for the full control effect; potency is read from the fitted curve at half-maximal effect.

# | mol | TDP1 cell noCPT | KAT2A inh | DT40 TDP1 CPT
1 | COc1ccc(-c2[nH]ncc2CN2CCC(N3CCSCC3)CC2)cc1F | -13.0% | 2.4% | 3.8%
2 | Cc1cccc(C(=O)Nc2ccccc2OCc2cc(=O)n3cc(C)ccc3n2)c1 | ? | -7.2% | ?
3 | COCCn1c(SCC(=O)N2CCCCC2)nc2c(c1=O)SC(C)C2 (stereo unspecified) | -18.6% | -5.5% | -8.7%
4 | Cc1cc(NC(=S)NC(=O)c2ccccc2)ccc1-c1cc2ccccc2oc1=O | 2.91µM* | -4.1% | 3.26µM*
5 | C[C@H](CO)N1C[C@H](C)[C@@H](CN(C)Cc2cccc3c2OCCCO3)OCc2cnnn2CCCC1=O | -6.8% | nt | -36.2%
6 | COc1ccc(S(=O)(=O)N(CCc2ccccc2)CC(N)=O)cc1 | -28.2% | -14.6% | -0.1%
7 | CC(O)(c1ccc(F)c(F)c1)c1nc(-c2cccc(C(=O)O)c2)cs1 (stereo unspecified) | 2.3% | nt | -27.5%
8 | CCOC(=O)c1ccc2[nH]c(C)c(CCC(C)=O)c(=O)c2c1 | -11.3% | 1.4% | -23.2%
9 | CCCN(CCC)C(=O)CC(c1ccccc1)c1cc(C)ccc1O (stereo unspecified) | ? | 2.7% | ?
10 | COc1ccccc1NCC(=O)Nc1cc(S(=O)(=O)N2CCOCC2)ccc1N1CCOCC1 | -25.3% | -2.1% | 3.3%
11 | Cc1ccc2c(c1)C=CC(C)(C)S2(=O)=O | 9.7% | 1.2% | -4.1%
12 | COc1cccc(C2/C(=C(/O)c3ccccc3)C(=O)C(=O)N2Cc2ccco2)c1 (stereo unspecified) | 0.7% | -7.8% | -7.3%
13 | COc1ccc(C2CC(c3ccccc3)=NN2c2ccc(/C=N/NC(=O)c3ccncc3)cc2)cc1 (stereo unspecified) | ? | -26.9% | ?
14 | O=C(CCN1C(=O)c2ccccc2C1=O)Nc1cccc(O)c1 | -11.1% | 22.4% | 10.9%
15 | COC(=O)c1cnc(Oc2ccc(NC(=O)NC(=O)c3c(F)cccc3Cl)cc2)cc1C(F)(F)F | 4.11µM* | -5.4% | 3.26µM*
16 | COc1ccc(NC(=O)C(CC(=O)O)Cc2ccc(Cl)cc2)cc1 (stereo unspecified) | 15.3% | ? | -2.3%
17 | CCCCNC(=O)CNC(=S)N(Cc1ccccc1)Cc1cccnc1 | ? | 6.8% | 3.8%
18 | CCOc1ccccc1OCC(=O)NN1Cc2ccccc2C1=N | -6.4% | -4.0% | 1.1%
19 | O=C(O)c1ccc(CN2C(=O)c3ccccc3S2(=O)=O)cc1 | -4.0% | 0.0% | -4.1%
20 | Cc1nc2ccccc2c2c1CC(C(C)(Cl)Br)O2 (stereo unspecified) | 3.66µM* | -0.5% | 6.51µM*
21 | Cc1cc2ccccc2n1CCNC(=O)C(C)(C)C | -3.3% | -3.7% | 1.0%
22 | Nc1nc(SCC(=O)Nc2ccccc2)[nH]c(=O)c1NC(=O)c1cccs1 | 1.0% | -0.2% | 21.3%
23 | Cc1cccc2cc(CN(C(=O)c3ccc(C(F)(F)F)cc3)C3CC3)c(N3CCC(O)CC3)nc12 | ? | nt | -4.0%[9.04 µM]
24 | c1ccc(CSc2nccc(-c3ccco3)n2)cc1 | ? | nt | -27.6%
25 | Cc1cc(-c2csc3ncnc(N4CCN(C)CC4)c23)cc(C)c1C | ? | -0.8% | -21.0%
26 | COC(=O)Nc1sc2c(c1C(=O)N1CCOCC1)CCC(C)C2 (stereo unspecified) | -7.3% | -0.2% | 1.3%
27 | COc1cccc(-n2c(Cc3cc(=O)[nH]c(=O)[nH]3)nnc2SCC(=O)NC2CCCC2)c1 | -2.2% | -2.7% | -5.6%
28 | Cc1cccc(-n2cnc(C(=O)Nc3cccnc3)c2)n1 | -21.8% | -16.6% | -18.5%
29 | O=C(Nc1ncn[nH]1)c1cc(S(=O)(=O)Nc2cccc(C(F)(F)F)c2)ccc1Cl | 12.0% | -3.5% | 1.3%
30 | C/C(=N/NS(=O)(=O)c1cc(C)ccc1C)c1ccc2c(c1)OCO2 | 16.5% | ? | -4.0%
31 | Cn1cc(S(=O)(=O)CC(=O)N2CCc3ccccc32)c2ccccc21 | ? | -8.8% | -15.9%
32 | COc1cc(C2NC(=O)NC(C)=C2C(=O)OC(C)C)ccc1OC(=O)c1ccco1 (stereo unspecified) | -12.3% | -0.5% | ?
33 | CC1(C)CC(=O)N(c2cc(Cl)ccc2Cl)C(=O)C1 | 9.6% | -5.9% | -5.0%
34 | Cc1ccc(N(C)S(=O)(=O)c2ccc(-c3coc(C)n3)cc2)cc1 | ? | 3.7% | -27.0%
35 | CCOc1ccc(CCNC(=O)Cn2ccc3ccccc3c2=O)cc1OCC | 3.1% | -2.6% | -1.5%
36 | O=C(COc1coc(CN2CCN(c3ccccc3)CC2)cc1=O)N1CCc2ccccc21 | -17.8% | 1.6% | -5.8%
37 | COc1nonc1NCn1nc(C)cc1C | -23.4% | -3.7% | -17.2%
38 | OCCC1CN(Cc2ccc(Oc3ncccn3)cc2)CCN1Cc1ccc(F)c(F)c1 (stereo unspecified) | -23.5% | 3.4% | -6.2%
39 | Cc1ccc(C)c(OCCC(=O)OCC(=O)Nc2cccc(S(=O)(=O)N3CCCC3)c2)c1 | -27.8% | -18.0% | ?
40 | CC(NC(=O)COc1ccccc1)C(=O)N1CCN(c2ccccc2)CC1 (stereo unspecified) | ? | -2.0% | -6.6%
41 | Cc1ccc(NC(=O)c2cc(S(=O)(=O)N3CCCC3)cn2C)cc1 | 8.3% | -17.9% | 15.4%
42 | O=C(c1nc2ccccc2s1)N1CCSCC1 | -24.0% | -6.1% | 1.9%
43 | CCC1CCCCN1S(=O)(=O)c1ccc(C(=O)Nc2nnc(C3CC3)o2)cc1 (stereo unspecified) | ? | -3.0% | ?
44 | O=C(N/N=C/c1cccc([N+](=O)[O-])c1)C1CC(=O)N(c2ccc(F)cc2)C1 (stereo unspecified) | ? | 7.3% | -24.7%
45 | COc1cccc(CNC(=O)c2sc3nc4n(c(=O)c3c2C)CCC4)c1 | ? | -4.8% | ?
46 | O=C(NC1=NCCS1)c1ccc(Br)s1 | -7.0% | 0.4% | -6.1%
47 | CN(Cc1ncc[nH]1)C(=O)CC1C(=O)NCCN1Cc1c(F)cccc1Cl (stereo unspecified) | -6.0% | -0.1% | 9.2%
48 | O=C(NC1CCN(C(=O)Nc2cccc(F)c2)CC1)C1CCCCC1 | -14.0% | -1.8% | -11.2%

Grouped by structure, the entries above containing bromine
# | mol | TDP1 cell noCPT | KAT2A inh | DT40 TDP1 CPT
20 | Cc1nc2ccccc2c2c1CC(C(C)(Cl)Br)O2 (stereo unspecified) | 3.66µM* | -0.5% | 6.51µM*
46 | O=C(NC1=NCCS1)c1ccc(Br)s1 | -7.0% | 0.4% | -6.1%

Continuation.
# | mol | TDP1 cell noCPT | KAT2A inh | DT40 TDP1 CPT
49 | Cc1ccc(S(=O)(=O)N2CCN(C(=O)COc3ccc(-c4nnco4)cc3)CC2)cc1 | -15.7% | -0.9% | -27.4%
50 | CCO[C@@H]1OC(C(=O)N2CCN(C)CC2)=C[C@H](c2csc3ccccc23)[C@H]1CCCO | -18.6% | -1.8% | -1.5%
51 | O=C1COc2ccc(C(=O)COC(=O)Cc3ccsc3)cc2N1 | -6.9% | -7.4% | -8.2%
52 | CC(=O)c1ccc(N2CCN(C(=O)c3ccc4nc[nH]c4c3)CC2)cc1 | ? | 0.0% | ?
53 | O=C(COc1ccccc1)Nc1ccc(C(=O)N2CCCC2)cc1 | 22.5% | 0.1% | 1.1%
54 | COc1ccc(Cc2nc(-c3cccs3)no2)cc1 | 0.3% | -7.1% | ?
55 | CC(C)NC(=O)NC(=O)COC(=O)/C=C/c1ccccc1[N+](=O)[O-] | -1.7% | -2.9% | 7.9%
56 | COC(=O)c1sc(SC)c(S(=O)(=O)C(C)C)c1N | -18.5% | -1.0% | 1.7%
57 | COc1ccc(CC(=O)N/N=C(\C)c2cccs2)cc1 | -15.7% | -5.8% | 8.7%
58 | COc1ccc2cc(C(=O)Nc3ccc(Cl)cc3)sc(=O)c2c1OC | ? | 0.5% | -9.7%
59 | CCN(CC)C(=O)CSC1c2ccccc2C(=O)N1c1ccccc1 (stereo unspecified) | -17.6% | -19.6% | -28.7%
60 | CCOc1ccc(C(=O)CCC(=O)NCC(=O)Nc2c(C)cccc2C)cc1 | 5.6% | 1.7% | -0.6%
61 | c1ccc2c(c1)CCCn1nnnc1-2 | 1.7% | 24.9% | 0.8%
62 | Cc1ccc(NC(=O)CCCCCN2C(=O)[C@@H]3Cc4ccccc4CN3C2=O)cc1 | 4.2% | -1.0% | -22.8%
63 | CC1CCN(C(=O)c2ccc(S(=O)(=O)Cc3ccccc3F)c([N+](=O)[O-])c2)CC1 | 16.4µM* | -1.7% | ?
64 | CCCCSc1[nH]c(=O)c(C(=O)OCC)cc1C#N | -13.7% | -5.9% | -15.2%
65 | COc1ccc(OC)c(CN2CCN(CCCc3ccccc3)C(CCO)C2)c1 (stereo unspecified) | ? | -3.8% | ?
66 | c1ccc2[nH]c(SCc3cn4cccnc4n3)nc2c1 | 7.2% | 21.5% | 12.2%
67 | CCOC(=O)c1ccc(NC(=O)C2CCCN(c3ncnc4onc(C)c34)C2)cc1 (stereo unspecified) | 14.6µM* | 18.5% | 13µM*
68 | O=C(Nc1cccnc1)OC1CCCCC1 | 13.2% | -1.6% | 0.5%
69 | Cc1ccc(NC(=O)CN(C)C(=O)CSc2nc(C)cc(C)n2)cc1 | ? | -0.1% | -21.9%
70 | Cc1ccccc1Cn1c(=O)n(CCc2ccccc2)c(=O)c2sc3ccccc3c21 | -3.9% | -1.3% | 0.5%
71 | COc1ccc(CC(=O)Nc2ccccc2N2CCCC2)cc1 | -13.3% | -1.7% | -29.6%
72 | CC(=O)Nc1ccc(NC(=O)CSc2ccc3nnc(-c4ccccn4)n3n2)cc1 | 4.2% | -10.0% | 0.1%
73 | C[C@@H]1CC[C@@]23COC(=O)C2=CCC[C@@H]3[C@@]1(C)CC/C(=C/CO)CO | -28.2% | -9.8% | -28.7%
74 | Cc1cc(NC(=O)CSc2nnc(CNc3cccc(C(F)(F)F)c3)n2Cc2ccco2)no1 | -23.3% | 0.2% | -7.1%
75 | COc1cccc(C(=O)Oc2cc(N)n(S(=O)(=O)c3ccc(C)cc3)n2)c1OC | -21.0% | ? | -6.6%
76 | CC1CC2CCCC(O)=C2C(=O)O1 (stereo unspecified) | -2.4% | nt | -1.0%

Gathered by group, the compounds so far with an aryl thioether with sulfur outside any ring.
# | mol | TDP1 cell noCPT | KAT2A inh | DT40 TDP1 CPT
3 | COCCn1c(SCC(=O)N2CCCCC2)nc2c(c1=O)SC(C)C2 (stereo unspecified) | -18.6% | -5.5% | -8.7%
22 | Nc1nc(SCC(=O)Nc2ccccc2)[nH]c(=O)c1NC(=O)c1cccs1 | 1.0% | -0.2% | 21.3%
24 | c1ccc(CSc2nccc(-c3ccco3)n2)cc1 | ? | nt | -27.6%
27 | COc1cccc(-n2c(Cc3cc(=O)[nH]c(=O)[nH]3)nnc2SCC(=O)NC2CCCC2)c1 | -2.2% | -2.7% | -5.6%
56 | COC(=O)c1sc(SC)c(S(=O)(=O)C(C)C)c1N | -18.5% | -1.0% | 1.7%
64 | CCCCSc1[nH]c(=O)c(C(=O)OCC)cc1C#N | -13.7% | -5.9% | -15.2%
66 | c1ccc2[nH]c(SCc3cn4cccnc4n3)nc2c1 | 7.2% | 21.5% | 12.2%
69 | Cc1ccc(NC(=O)CN(C)C(=O)CSc2nc(C)cc(C)n2)cc1 | ? | -0.1% | -21.9%
72 | CC(=O)Nc1ccc(NC(=O)CSc2ccc3nnc(-c4ccccn4)n3n2)cc1 | 4.2% | -10.0% | 0.1%
74 | Cc1cc(NC(=O)CSc2nnc(CNc3cccc(C(F)(F)F)c3)n2Cc2ccco2)no1 | -23.3% | 0.2% | -7.1%

The list is partial; the hit share may differ from the screen's.
